14-3-3g Raf: modulators of 14-3-3 gamma protein binding, primary screen, biochemical, fluorescence polarization | 14-3-3 protein gamma (Homo sapiens), P61981 | FP, 14-3-3gamma / TMR-pS259-Raf peptide binding | inhibition, % at 40 µM | 160,000 compounds, 0.19% hits | AID 422, 2006; in the data active = inhibition above about 30%;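 note: 0% = protein plus tracer without compound and 100% = blank with tracer alone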
Target sequence (P61981 whole entry, looked up): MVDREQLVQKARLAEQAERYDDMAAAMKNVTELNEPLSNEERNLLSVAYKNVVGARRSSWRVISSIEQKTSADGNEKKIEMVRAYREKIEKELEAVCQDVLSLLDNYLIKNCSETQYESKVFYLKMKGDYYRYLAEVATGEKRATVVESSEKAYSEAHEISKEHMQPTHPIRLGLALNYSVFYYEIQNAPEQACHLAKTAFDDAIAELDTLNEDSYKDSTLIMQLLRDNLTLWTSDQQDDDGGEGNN
* hit, by the source's call; & = joins results of further samples.

14-3-3g Raf,molecule
0.9,CC1=C(C(=O)Nc2ccccc2)C(c2ccccc2)N2C(=O)CSC2=N1 (stereo unspecified)
-1.6,CCc1nnc(NC(=O)CSc2nnc(Cc3cccn3C)n2CCOC)s1
-9.2&-8.7,CC(=O)C1=C(O)C(=O)N(C2CCCCC2)C1c1ccccc1 (stereo unspecified)
-20.4,CN(C)CCN1C(=O)C(O)=C(C(=O)c2cc3ccccc3o2)C1c1ccc(N(C)C)cc1 (stereo unspecified)
1.0,COc1ccc(-c2nnc(-c3ccc(OC)cc3)nn2)cc1
-0.5,CC1CCCCC1NC(=O)C1CCN(S(=O)(=O)N2CCC3(CC2)OCCO3)CC1 (stereo unspecified)
-10.5&0.8,CN(CC(=O)NCCc1ccccc1)S(=O)(=O)c1cccs1
-3.2,O=C(CSc1nc2c(c(=O)n1-c1ccc([N+](=O)[O-])cc1)SCC2)NCc1ccco1
-2.1,CC(=O)N1c2ccccc2N(S(=O)(=O)c2ccc(C)cc2)C1C(C)C (stereo unspecified)
-19.6,CN(C)S(=O)(=O)c1ccc(C(=O)Nc2nc(-c3ccc(C#N)cc3)cs2)cc1
-7.7,C/C(Cl)=C\Cn1c(NCCCn2ccnc2)nc2c1c(=O)n(C)c(=O)n2C
-4.0,CC(C)CNc1nc2c(c(=O)n(C)c(=O)n2C)n1Cc1cccc(Br)c1
3.6,Cc1cccc(C(=O)Nc2sc3c(c2C(=O)NCc2ccco2)CCCC3)c1
6.6,CCCOc1ccccc1C1NC(=S)NC(C)=C1C(=O)OC1CCCC(C)C1 (stereo unspecified)
10.2,COc1ccc(C2CC(=O)C3=C(C2)NC(C)=C(C(=O)OC2CCCC2)C3c2cccc([N+](=O)[O-])c2)cc1 (stereo unspecified)
-3.8,CC1CCN(S(=O)(=O)c2ccc(-c3nnc(SCc4cccnc4)o3)cc2)CC1
-6.8,COc1cccc(Oc2nc(N)[nH]c(=O)c2I)c1
-11.1,CC(=O)N1CCc2cc(Br)cc(S(=O)(=O)CCC(=O)N3CCN(c4ccccc4F)CC3)c21
-6.1,O=C(CSc1nnc(-c2ccc(Cl)cc2)o1)N1CCCc2ccccc21
-3.9,CCOc1ccc2nc(NC(=O)CSc3nc4c(c(=O)n(C)c(=O)n4C)n3C(C)C)sc2c1
-7.2,Clc1cccc(Cl)c1COc1ccncc1
-14.3,COc1ccc2cc3cc(C(=O)NCCCN4CCN(Cc5ccccc5)CC4)sc3nc2c1
-4.5,COc1ccccc1Cn1nnc2c(=O)[nH]c(C3CCN(C(=O)c4ccc(F)cc4)CC3)nc21
-2.4,O=C(c1ccc(F)cc1)N1CCN=C1SCc1ccccc1
-7.8,CC1CCN(c2oc(Cc3cccc4ccccc34)nc2C#N)CC1

(continued)
14-3-3g Raf,molecule
1.0,COc1ccc(C2C=C(C(=O)O)Nc3nnnn32)cc1 (stereo unspecified)
-18.8,CCn1c(=N)c(S(=O)(=O)c2ccc(F)cc2)cc2c(=O)n3ccccc3nc21
-9.2,O=C1NC(C(F)(F)F)(C(F)(F)F)N=C2SC=C(C3CC3)N12
-1.4&-0.7,Cc1ccc(C(C)C)cc1C(=O)CC1(O)C(=O)N(C)c2ccccc21 (stereo unspecified)
-6.5,O=C(C1CCCCC1)N1CCN=C1SCc1ccc(C(F)(F)F)cc1
-5.7,Cc1ccccc1OCC(=O)Nc1ccc(N2CCOCC2)c(Cl)c1
-4.1,COc1ccc(C2NC(=O)NC(C)=C2C(=O)Nc2cccc(C)c2C)cc1 (stereo unspecified)
-8.7,Cc1cccc(N(CC(=O)NCc2ccc3c(c2)OCO3)C(=O)CCC(=O)Nc2ccccn2)c1
17.6,Cc1ccccc1CNCC1CCC(C(=O)O)CC1 (stereo unspecified)
13.1,COc1cc(Nc2nc(-c3cc(C)ccc3C)cs2)c(OC)cc1Cl
-2.9,Cc1nc2ncnn2c(C)c1CCC(=O)N1CCN(c2ccccn2)CC1
-72.7,CCCCOC(=O)c1ccc(N=Cc2c(O)cc(C)c(Cl)c2C)cc1
1.1,Nc1cc(=O)[nH]c(SCc2nc3ccccc3n2Cc2ccccc2)n1
-3.2&-4.8,COC(=O)CN(c1nc(C)cc(OC)n1)S(=O)(=O)c1ccc(C)cc1
-3.9,O=C(CNCc1ccco1)N1c2ccccc2Sc2ccccc21
-4.0,Cc1ccc(C)c(N2CCN(C(=O)CCC3Nc4c5ccccc5nc(=S)n4C3=O)CC2)c1 (stereo unspecified)
-2.6,O=C(Nc1nc2ccc(C(=O)N3CCCCC3)cc2s1)c1cccs1
-2.2,O=C(CSc1ncn[nH]1)NCCCc1ccccc1
-5.6&-17.2,COc1cc2c(C(=O)NC3CCCCCC3)cn(C)c(=O)c2cc1OC
-3.0,CN1CCc2[nH]c3c(Cl)cccc3c2C1
-9.5,COc1ccc(CNC(=O)C2CCN(S(=O)(=O)c3ccc(-c4nn[nH]n4)cc3)CC2)cc1
-6.7,O=[N+]([O-])c1c(NC2CC2)ncnc1NC1CC1
6.3,CCCC(=O)NC(Nc1ccc(S(=O)(=O)Nc2onc(C)c2C)cc1)(C(F)(F)F)C(F)(F)F
1.9,COc1ccc(COC(=O)C2=C(C)NC(=O)NC2c2cccc(Cl)c2)cc1 (stereo unspecified)
-1.6,CC(=O)Nc1ccc(S(=O)(=O)NCc2cn3c(C)csc3n2)cc1

Shown in CSV form: entries from further up.
canonical_smiles,14-3-3g Raf
Cc1nc2ncnn2c(C)c1CCC(=O)N1CCN(c2ccccn2)CC1,-2.9
CCCCOC(=O)c1ccc(N=Cc2c(O)cc(C)c(Cl)c2C)cc1,-72.7
Nc1cc(=O)[nH]c(SCc2nc3ccccc3n2Cc2ccccc2)n1,1.1
COC(=O)CN(c1nc(C)cc(OC)n1)S(=O)(=O)c1ccc(C)cc1,-3.2&-4.8

Further records:
14-3-3g Raf,molecule
-47.3,O=C1C2=C(Nc3ccccc3SC2c2ccccc2Br)c2ccccc21 (stereo unspecified)
-14.6,CC(=O)c1ccc(Nc2nc(OC(C(F)(F)F)C(F)(F)F)nc(N3CCCCC3)n2)cc1
-11.6,CCOC(=O)N1CCN(C(=O)CSc2nnc(Cc3cccn3C)n2CCc2ccccc2)CC1
2.5,COc1cc(OC)c(NC(=O)c2ccoc2C)cc1Cl
-9.7,CN(C)CCNC(=O)c1c[nH]c2ccc(S(=O)(=O)N3CCc4ccccc43)cc2c1=O
2.5,O=C(NCc1ccccc1F)C1CCN(C(=O)NCc2ccccc2)CC1
-2.0,CCOC(=O)c1ccc(CSc2nnc(-c3ccncc3)n2N)cc1
0.3,Cn1c(=O)n(CCc2ccccc2)c(=O)c2c1nc1n2CCCN1CCc1ccccc1
-6.8,COc1ccccc1Cc1nc(-c2ccc(C)cc2)no1
3.2,CCCc1ccc(OC(=O)c2sc3ncn(C)c(=O)c3c2C)cc1
-3.1,O=C(O)c1ccc(Oc2ccc(N3C(=O)c4cccc([N+](=O)[O-])c4C3=O)cc2)cc1
-2.8,O=[N+]([O-])c1ccc2c(c1)nc(CO)n2CCO
-1.5,CC1=C(C(=O)OCCOc2ccccc2)C(c2cccc([N+](=O)[O-])c2)C2=C(CC(C)(C)CC2=O)N1 (stereo unspecified)
-12.8,CCOC(=O)c1ccc(N2C(=O)CC(Nc3ccc(CCO)cc3)C2=O)cc1 (stereo unspecified)
-7.2,COc1ccccc1C(=O)Nc1ccccc1O
-1.9,COCCCNC(=O)c1cc2c(=O)n3cccc(C)c3nc2n(CC2CCCO2)c1=N (stereo unspecified)
-9.1,N=C1C(c2ccc(Br)cc2)=C(O)C2CCc3ccccc3N12 (stereo unspecified)
-8.2,O=S(=O)(c1ccc(Cl)c2ccccc12)N1CCCCCC1
0.4,CCCCN(C)S(=O)(=O)c1ccc(C(=O)Nc2ccc3c4c(cccc24)C(=O)N3CC)cc1
3.9,O=[N+]([O-])c1ccn(-c2nc(-c3ccco3)cc(C(F)(F)F)n2)n1
-4.5,COc1ccc(CCC(=O)Nc2ccc(-c3noc(-c4ccc(OC)c(OC)c4)n3)cc2)cc1
1.8,COc1ccc(C(=O)Nc2cc(C)c(O)c(S(=O)(=O)c3ccc(OC)cc3)c2C)cc1
-2.8,O=C(CC1SC(=Nc2ccccc2)N(c2ccccc2)C1=O)Nc1ccccc1C(F)(F)F (stereo unspecified)
1.9,CC1CC(C)(C)NC(=S)N1CCCC(=O)N1CCN(c2ccccc2)CC1 (stereo unspecified)
0.7,Cc1nn(Cc2ccccc2)c(C)c1NC(=O)c1cc2nc(-c3ccco3)cc(C(F)(F)F)n2n1

Single entries from the list:
14-3-3g Raf with `CCOC(=O)c1ccc(CSc2nnc(-c3ccncc3)n2N)cc1` : -2.0
14-3-3g Raf with `CC1CC(C)(C)NC(=S)N1CCCC(=O)N1CCN(c2ccccc2)CC1` (stereo unspecified) : 1.9

Additional results follow:
14-3-3g Raf,molecule
-4.5,Cc1cc(C(=O)COC(=O)c2csc3c2CCCC3)c(C)n1C
1.1,COc1ccccc1C1(O)CC2CCC(C1)N2S(=O)(=O)c1ccc(C(C)=O)cc1 (stereo unspecified)
-10.8,O=C(CSc1nc2c(c(=O)n1-c1ccc(Br)cc1)SCC2)NCc1ccccc1
0.7,N#Cc1cccc(C(c2nnnn2CCc2ccccc2)N2CCN(C3CCCCC3)CC2)c1 (stereo unspecified)
5.5,CCOC(=O)c1cnc2c(OC)cccc2c1NC(C)CC (stereo unspecified)
-6.2,COc1cc(C(=O)Nc2nc(C)c(C)s2)cc(OC)c1OC
-3.6,CCOc1ccccc1CN1CCN(S(=O)(=O)CC)CC1
3.0,CCOC(=O)c1cncc(NC(=O)c2ccccc2)c1
-3.2,COc1ccc(/C=N/n2c(SC)nnc2-c2ccccc2)c(OC)c1OC
-3.1,CCC(c1nnnn1C1CCCC1)N(Cc1cccs1)Cc1cc2cccc(C)c2[nH]c1=O (stereo unspecified)
-84.8,CC(Oc1cccc(Cl)c1)C(=O)Nc1ccc(S(=O)(=O)Nc2nccs2)cc1 (stereo unspecified)
-9.1,O=C(CCCn1c(SCC(=O)c2ccc(Cl)cc2)nc2ccccc2c1=O)NCc1ccco1
1.0,Cc1cc(NS(=O)(=O)c2ccc(NC(=O)c3ccc(C(C)(C)C)c(Br)c3)cc2)no1
-6.3,O=C1/C(=C/Nc2ccc3c(c2)OCO3)CCc2ccccc21
-13.5,CCn1c(C=Cc2ccc(O)cc2)nc2ccccc2c1=O
2.3,CSc1ccc(C2Nc3ccccc3NC3=C2C(=O)CC(c2ccc4c(c2)OCO4)C3)cc1 (stereo unspecified)
-1.9,COC(=O)C1=C(C(=O)OC)SC(=C2C(=S)C(C)(C)N(C(=O)c3cccnc3)c3ccc(C)cc32)S1
-10.9,COc1cc2c(C(=O)NCCCN3CCN(c4cccc(Cl)c4)CC3)cn(C)c(=O)c2cc1OC
-4.6,CC(C)(C)Sc1ccc(N)nc1
-3.5,Cc1ccc(-n2cccc2C(=S)N=P(N(C)C)(N(C)C)N(C)C)cc1
-2.5,COCCn1c(=O)[nH]c2cc(C(=O)NCc3ccccc3Cl)ccc2c1=O
-3.0,Cc1cccc(Nc2nnc(-c3ccc(C)c(S(=O)(=O)NCC4CCCO4)c3)c3ccccc23)c1 (stereo unspecified)
-3.9,CC(C)OCCCNC(=O)c1c(O)c2c([nH]c1=O)CCCC2
-11.7,CCOC(=O)c1cc2c(=O)n3ccccc3nc2n(C(C)C)c1=NC(=O)c1ccccc1Cl
-6.6,CCOC(=O)N1CCN(c2cc(C)c(C(C)=O)cc2F)CC1

Additional compounds:
14-3-3g Raf,molecule
-0.4,COc1cccc(NC(=O)c2c(O)c3cccc4c3n(c2=O)CC4)c1
-12.2,COCCn1c(C)cc(C(=O)CSc2ncn[nH]2)c1C
2.1,Cc1ccccc1Cn1c(SCc2ccc(Cl)cc2)nc2c1c(=O)n(C)c(=O)n2C
4.2,COc1cccc(NC(=O)CSc2nnc(CNC(=O)c3ccccc3)n2C)c1
1.6,CCCCN1CC(C(=O)NCCc2ccccc2)CC1=O (stereo unspecified)
1.0,Cn1c(=O)c2c(-c3ccccc3)n3c4ccccc4nc(-c4ccccc4)c3c2n(C)c1=O
-8.9,CCN1C(=O)c2cccc3c(S(=O)(=O)NCCO)ccc1c23
-7.6,CCOc1cc(C(=O)CSc2nnc(CNc3ccc(Cl)cc3)o2)ccc1NC(=O)CC
-4.5&-4.0,CCc1cc2c(=O)c(-c3cscn3)coc2cc1OC
-11.4,CC(=O)Oc1c(S(=O)(=O)c2ccccc2)c(C)nn1-c1ccccc1
4.5,CC(C)=CCCC(C)=CCSc1nnc(-c2ccncc2)o1
-6.6,COc1ccc(NC(=O)c2cc(-c3ccc(OC)cc3)nc3ccccc23)cc1
-1.1,CCOc1ccc2nc(N3CCC(C(=O)Nc4nnc(CC)s4)CC3)sc2c1
-3.3,COc1ccc(OC)c(NC(=O)c2sc3ncn(CC(=O)N4CCOCC4)c(=O)c3c2C)c1
-21.3,COc1ccc(NC(=O)CSc2nc3cc4c(cc3c(=O)n2Cc2ccc3c(c2)OCO3)OCO4)cc1
-9.0,O=C(Nc1ccc(N2S(=O)(=O)c3ccccc3S2(=O)=O)cc1)c1ccccc1F
2.4,O=C1c2ccccc2-c2onc3ccc(NCCCn4ccnc4)c1c23
-3.2,COc1ccc(NC(=O)CCCC(=O)OCC(F)(F)C(F)F)cc1
-4.1,COCCNC(=O)CS(=O)(=O)Cc1nc(-c2ccc(C)cc2)oc1C
-0.7,CSC1=NCCN1C(=O)COc1ccc2ccccc2c1
-6.2,COc1ccc(C2C=C(Nc3ccc(C)cc3)C(=O)N2c2ccc(C)cc2)c(OC)c1 (stereo unspecified)
-2.8,CC(C)c1ccc(CNC(=O)c2cccc3ccccc23)cc1
-2.6,N#CCc1ccc(NC(=O)c2ccc(Cl)c([N+](=O)[O-])c2)cc1
-5.5,O=C1Nc2ccc(S(=O)(=O)N3CCCC3)c3ccc(S(=O)(=O)N4CCCC4)c1c23

Arranged by the number under 14-3-3g Raf (ascending): 3 from the list above
14-3-3g Raf,molecule
-11.4,CC(=O)Oc1c(S(=O)(=O)c2ccccc2)c(C)nn1-c1ccccc1
-3.3,COc1ccc(OC)c(NC(=O)c2sc3ncn(CC(=O)N4CCOCC4)c(=O)c3c2C)c1
2.1,Cc1ccccc1Cn1c(SCc2ccc(Cl)cc2)nc2c1c(=O)n(C)c(=O)n2C

A portion of the library; rates above refer to the full screens.
